Screening results as filed in PubChem.
MEKK3 PB1 HTS: MEKK3-MEK5 PB1 interaction, increase or decrease | Q99759 | bead-based flow cytometry, Alexa488-MEK5 binding to MEKK3; actives lie on both sides; 0 = blocked by unlabeled MEK5, 100 = vehicle | binding response (% of control), % at 10 µM | actives 1.4% (n = 290,000) | AID 1529;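 active = binding response more than 3 SD above or below the average of its plate-row segment, actives on both sides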;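 note: Alexa488 bead fluorescence after subtracting the streptavidin-only scavenger bead signal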
Target sequence (Q99759 whole entry, looked up): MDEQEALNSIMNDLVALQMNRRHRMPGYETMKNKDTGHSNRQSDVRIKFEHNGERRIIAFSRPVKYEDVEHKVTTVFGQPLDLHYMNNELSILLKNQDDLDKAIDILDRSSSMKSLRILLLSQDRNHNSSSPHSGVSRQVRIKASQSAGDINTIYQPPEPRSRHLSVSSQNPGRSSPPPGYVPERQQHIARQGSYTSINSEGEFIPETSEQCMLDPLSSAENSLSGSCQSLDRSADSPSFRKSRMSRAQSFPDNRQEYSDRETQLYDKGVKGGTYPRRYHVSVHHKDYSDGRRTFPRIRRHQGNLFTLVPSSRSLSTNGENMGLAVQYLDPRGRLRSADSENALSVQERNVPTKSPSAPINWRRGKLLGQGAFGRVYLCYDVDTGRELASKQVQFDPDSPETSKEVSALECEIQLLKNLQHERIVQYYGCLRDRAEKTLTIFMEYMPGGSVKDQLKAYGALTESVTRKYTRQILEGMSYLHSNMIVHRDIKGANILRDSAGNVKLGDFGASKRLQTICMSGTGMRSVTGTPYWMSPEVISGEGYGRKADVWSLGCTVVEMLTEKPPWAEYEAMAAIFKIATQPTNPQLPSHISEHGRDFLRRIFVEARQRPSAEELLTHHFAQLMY
MEKK2mut PB1 HTS: signal of MEK5 binding to mutant human MEKK2 PB1 domain; bead flow cytometry, Alexa488-MEK5 binding to MEKK2 mutant; percent response, % at 10 µM; actives 0.35% (n = 290,000); AID 1530; in the data active = percent response above about 24%, passing the limit was not always enough; note: inactives centre near 1; some results filed as inactive read as strong as hits; reference of the scale not given here
MEKK2 WT-MEK5: raises or lowers MEK5 binding to wildtype human MEKK2 PB1 domain. bead flow cytometry, Alexa488-MEK5 binding to MEKK2 WT; actives lie on both sides. binding response (% of control), % at 10 µM. Q9Y2U5. actives 1.1% (n = 290,000); in the data active = binding response below about 67% or above about 130%
DNA FID counter: counter-screen for HCV NS3 helicase inhibitors: DNA intercalator displacement; inhibition, % at 7.9 µM; DNA fluorescent intercalator displacement, fluorescence; actives 0.17% (n = 290,000); AID 1845; in the data active = inhibition above about 37%;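 note: 0% = vehicle and 100% = reference compound; higher means more ethidium bromide displaced from hairpin DNA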
PHOSPHO1 inh: blocks human PHOSPHO1 phosphatase activity. Q8TCT1. recombinant PHOSPHO1, absorbance phosphatase assay. actives 1.1% (n = 290,000). inhibition, % at 13.3 µM. AID 1565; in the data active = inhibition above about 60%
OXTR ag: human OXTR agonism | P30559 | CHO-OTR cells, Fluo-8 calcium fluorescence; normalized: DMSO 0%, oxytocin 100% | activation, % at 3 µM | actives 0.32% (n = 320,000);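 active = activation above the mean of all tested compounds plus 3 SD, cutoff set per screening run, cut at about 20% in these data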;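 note: peak over basal fluorescence ratio from a 100 s FLIPR kinetic read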
GPR7 antag: human neuropeptides B/W receptor 1 antagonism; P48145; GPR7-expressing cells, fluorescence antagonist assay; inhibition, % at 4.4 µM; actives 1.1% (n = 290,000); in the data active = inhibition above about 16%, passing the limit was not always enough;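 note: cells stimulated with the agonist NPW; 0% = agonist with vehicle and 100% = vehicle without agonist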
Target sequence (P48145 whole entry, looked up): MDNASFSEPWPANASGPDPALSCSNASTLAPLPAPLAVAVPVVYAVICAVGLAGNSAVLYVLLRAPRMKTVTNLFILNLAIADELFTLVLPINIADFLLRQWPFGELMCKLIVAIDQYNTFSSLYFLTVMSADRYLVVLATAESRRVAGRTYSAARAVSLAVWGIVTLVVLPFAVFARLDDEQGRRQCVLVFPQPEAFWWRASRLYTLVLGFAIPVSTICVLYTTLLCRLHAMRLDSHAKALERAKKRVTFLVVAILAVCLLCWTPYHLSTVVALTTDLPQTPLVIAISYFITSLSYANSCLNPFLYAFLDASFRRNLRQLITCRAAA
NALP1 inh: inhibitors of NALP1 inflammasome in yeast; S. cerevisiae NALP1/ASC/caspase-1 growth, X-gal OD620, 72 h; inhibition, % at 10 µM; actives 0.61% (n = 280,000); AID 2071; in the data active = inhibition mostly above about 24%, no sharp cut-off; inactive = mostly below about 32%; note: some compounds called inactive have numbers as strong as hits
PfM18AAP inh: blocks P. falciparum M18 aspartyl aminopeptidase; actives 1.2% (n = 290,000); inhibition, % at 7.35 µM; AID 1822; recombinant PfM18AAP, H-Glu-NHMec fluorogenic cleavage;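 active = inhibition above the campaign mean inhibition over all tested compounds plus 3 SD, cut at about 28% in these data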;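 note: 0% = plate median of test compound wells and 100% = 2 mM ZnCl2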
Numbers without * were called inactive; / = not tested or not shown; & = joins results of further samples.

Start of the data: the first 14 entries, ahead of the listing:
no. | mol | DNA FID counter | MEKK2 WT-MEK5 | NALP1 inh | GPR7 antag | PfM18AAP inh | PHOSPHO1 inh | MEKK3 PB1 HTS | MEKK2mut PB1 HTS | OXTR ag
1 | CN(C1CCCCC1)S(=O)(=O)c1ccc(S(=O)(=O)N(CC(=O)Nc2ccccc2)C2CC2)cc1 | 1 | 109 | / | -2 | -6 | 14 | 109 | 3 | 0.0
2 | CS(=O)(=O)c1[nH]nc(-c2cccc(Cl)c2)c1C#N | -1 | 89 | / | -2 | -1 | 27 | 84 | -30 | 0.0
3 | CC1CCN(c2ccccc2NC(=S)NC(=O)c2cccs2)CC1 | -10 | 92 | 0 | -2 | -3 | 42 | 95 | -7 | -1.9
4 | CCCCC(=O)NC(NC(=S)N1CCCCCC1)C(Cl)(Cl)Cl (stereo not given) | -16 | 107 | 34 | -1 | 2 | 2 | 114 | 0 | 0.4
5 | Cc1ccccc1CN1CCN(C(C)C(=O)NCc2ccccc2)CC1 (stereo not given) | -5 | 95 | -90 | -1 | 2 | 26 | 101 | -2 | 0.3
6 | Cc1nn(C)cc1-c1n[nH]c(=S)n1-c1ccc(Cl)cc1 | -10 | 106 | 13 | -7 | 30* | -3 | 108 | 2 | 1.5
7 | COC(=O)c1cc(C(=O)OCC(=O)N(C)C2CCS(=O)(=O)C2)cc([N+](=O)[O-])c1 (stereo not given) | 0 | 102 | -14 | -9 | 4 | 53 | 110 | 0 | -0.1
8 | C/C(=N\Nc1ccc2nncn2n1)c1ccc(Br)s1 | -6 | 103 | 15 | -7 | 50* | -10 | 102 | 2 | -3.4
9 | C=CCNc1nc2c(c(=O)[nH]c(=O)n2C)n1CCCc1ccccc1 | -11 | 98 | 9 | -5 | 3 | 34 | 100 | 0 | 0.7
10 | COC(=O)CSc1[nH]c2cc(C)ccc2c1[N+](=O)[O-] | 0 | 97 | -1 | -8 | -23 | 26 | 98 | -4 | 0.4
11 | CCCCOC(=O)Cn1c(=N)n(CCN2CCOCC2)c2ccccc21 | 9 | 99 | / | -3 | 3 | / | 102 | 1 | 0.9
12 | O=C(OCC(=O)N1CCCC1)c1cccs1 | 0 | 108 | 1 | -10 | 0 | 10 | 99 | 8 | 0.3
13 | O=C(CCCCn1c(=O)[nH]c2ccccc2c1=O)NCc1ccc2c(c1)OCO2 | -8 | 90 | -5 | 1 | -15 | 18 | 86 | -7 | -1.7
14 | O=C(NNC(=O)c1cccnc1SCc1cccc([N+](=O)[O-])c1)c1cccnc1 | 4 | 98 | 21 | -10 | 6 | -68 | 98 | -1 | 0.2

Main list, previewed entries included:
no. | mol | DNA FID counter | MEKK2 WT-MEK5 | NALP1 inh | GPR7 antag | PfM18AAP inh | PHOSPHO1 inh | MEKK3 PB1 HTS | MEKK2mut PB1 HTS | OXTR ag
1 | CN(C1CCCCC1)S(=O)(=O)c1ccc(S(=O)(=O)N(CC(=O)Nc2ccccc2)C2CC2)cc1 | 1 | 109 | / | -2 | -6 | 14 | 109 | 3 | 0.0
2 | CS(=O)(=O)c1[nH]nc(-c2cccc(Cl)c2)c1C#N | -1 | 89 | / | -2 | -1 | 27 | 84 | -30 | 0.0
3 | CC1CCN(c2ccccc2NC(=S)NC(=O)c2cccs2)CC1 | -10 | 92 | 0 | -2 | -3 | 42 | 95 | -7 | -1.9
4 | CCCCC(=O)NC(NC(=S)N1CCCCCC1)C(Cl)(Cl)Cl (stereo not given) | -16 | 107 | 34 | -1 | 2 | 2 | 114 | 0 | 0.4
5 | Cc1ccccc1CN1CCN(C(C)C(=O)NCc2ccccc2)CC1 (stereo not given) | -5 | 95 | -90 | -1 | 2 | 26 | 101 | -2 | 0.3
6 | Cc1nn(C)cc1-c1n[nH]c(=S)n1-c1ccc(Cl)cc1 | -10 | 106 | 13 | -7 | 30* | -3 | 108 | 2 | 1.5
7 | COC(=O)c1cc(C(=O)OCC(=O)N(C)C2CCS(=O)(=O)C2)cc([N+](=O)[O-])c1 (stereo not given) | 0 | 102 | -14 | -9 | 4 | 53 | 110 | 0 | -0.1
8 | C/C(=N\Nc1ccc2nncn2n1)c1ccc(Br)s1 | -6 | 103 | 15 | -7 | 50* | -10 | 102 | 2 | -3.4
9 | C=CCNc1nc2c(c(=O)[nH]c(=O)n2C)n1CCCc1ccccc1 | -11 | 98 | 9 | -5 | 3 | 34 | 100 | 0 | 0.7
10 | COC(=O)CSc1[nH]c2cc(C)ccc2c1[N+](=O)[O-] | 0 | 97 | -1 | -8 | -23 | 26 | 98 | -4 | 0.4
11 | CCCCOC(=O)Cn1c(=N)n(CCN2CCOCC2)c2ccccc21 | 9 | 99 | / | -3 | 3 | / | 102 | 1 | 0.9
12 | O=C(OCC(=O)N1CCCC1)c1cccs1 | 0 | 108 | 1 | -10 | 0 | 10 | 99 | 8 | 0.3
13 | O=C(CCCCn1c(=O)[nH]c2ccccc2c1=O)NCc1ccc2c(c1)OCO2 | -8 | 90 | -5 | 1 | -15 | 18 | 86 | -7 | -1.7
14 | O=C(NNC(=O)c1cccnc1SCc1cccc([N+](=O)[O-])c1)c1cccnc1 | 4 | 98 | 21 | -10 | 6 | -68 | 98 | -1 | 0.2
15 | CCc1sc(N2C(=O)C3C4CCC(C4=C(C)C)C3C2=O)nc1-c1ccccc1 (stereo not given) | -19 | 102 | 10 | -12 | -13 | 7 | 101 | 4 | -1.9
16 | CCCc1nc2oc3c(NCC4CCCO4)ncnc3c2c2c1COC(C)(C)C2 (stereo not given) | -9 | 104 | / | -5 | -12 | 5 | 102 | -3 | 0.4
17 | O=C(N/N=C/c1ccc(Br)s1)c1ccco1 | -2 | 96 | -30 | -10 | 0 | 20 | 97 | -3 | -1.3
18 | Cc1cccc(OCC(=O)NCC(=O)N/N=C/c2ccc([N+](=O)[O-])cc2)c1 | -7 | 100 | 26 | -5 | 1 | -5 | 105 | -3 | 5.7
19 | CCN(CC)CCCOC(=O)C(c1ccccc1)c1ccccc1 | 6 | 111&110 | -6 | -4 | 1 | 24 | 105&116 | 4&2 | 1.7
20 | CCOc1ccccc1-n1nnnc1SCC(=O)NCc1ccco1 | -3 | 92 | -7 | -9 | 6 | 41 | 98 | -8 | -1.3
21 | CCOC(=O)C(CSCC(=O)c1ccc(Br)cc1)NC(=O)OC(C)(C)C (stereo not given) | -20 | 98 | 4 | 0 | 1 | 2 | 101 | 0 | 1.2
22 | CCCCOc1ccc(CNC(=S)N/N=C/c2ccc(OC)c(OC)c2)cc1 | -30 | 104 | 18 | -15 | -4 | 26 | 108 | 6 | -1.6
23 | C/C(CC(=O)Nc1ccc(Cl)cc1C(F)(F)F)=N\NC(N)=S | -21 | 115 | -2 | -12 | 7 | 24 | 124 | 21 | -0.8
24 | O=C1C2C3CCC(CC3)C2C(=O)N1c1ccccc1 (stereo not given) | -4 | 101 | 21 | -8 | -2 | 20 | 101 | -3 | 0.5
25 | O=C(COC(=O)c1cc[n+]([O-])cc1)Nc1ccc(Cl)cc1[N+](=O)[O-] | 8 | 95 | -16 | -14 | 4 | 58 | 100 | -2 | 0.6
26 | O=S(=O)(Nc1ccc(-c2cn3ccccc3n2)cc1)c1ccccc1 | -7 | 101 | -1 | 2 | -1 | 28 | 100 | 2 | 2.8
27 | C/C(=N\NC(=O)c1ccc(Br)cc1)c1ccccc1 | -5 | 102 | -6 | 9 | 3 | 33 | 104 | 0 | -1.1
28 | CC(=O)NCCC(=O)N1CCCC(C(=O)c2ccc3c4c(cccc24)CC3)C1 (stereo not given) | -18 | 103 | 2 | 5 | -9 | 5 | 108 | 0 | -0.3
29 | O=C(C1CCC(C(=O)N2CCCCC2)CC1)N1CCCCC1 (stereo not given) | -13 | 104 | -5 | -2 | 10 | -3 | 108 | 8 | 1.0
30 | O=C(N[C@@H](Cc1ccc(O)cc1)C(=O)O)c1cccnc1 | -1 | 109 | 4 | -16 | -4 | 22 | 107 | 12 | -0.4
31 | CSCC(=O)N1CCC(n2nccc2NC(=O)c2ccc3c(c2)OCO3)CC1 | -10 | 104 | -2 | 0 | 2 | 24 | 105 | 3 | 0.1
32 | COc1ccc(C(=O)N2CCn3c(C)ccc3C2C)cc1 (stereo not given) | -12 | 88 | 14 | -5 | 0 | 25 | 98 | 0 | -0.6
33 | O=C(NCCc1ccccn1)c1ccc(NS(=O)(=O)c2ccc(F)cc2)cc1 | -10 | 96 | 5 | 8 | -6 | -36 | 97 | -5 | 1.3
34 | CCC(CC)CN1C(Nc2ccccc2)=NC[C@@H]1CC(C)C | 4 | 109 | 20 | 9 | 0 | 10 | 105 | 13 | 0.2
35 | COc1ccc(CCNC(=O)c2cc(-c3ccc(Cl)c(Cl)c3)oc2C)cc1 | -2 | 123 | 8 | -7 | 2 | 1 | 98 | 10 | -0.4
36 | O=C(C1CCCCC1)N1CCC(n2nnc3ccccc32)CC1 | -19 | 105 | -78 | -2 | 4 | 2 | 100 | 2 | -0.1
37 | COc1ccc(CNC(=O)c2cc(-c3cc(C)ccc3O)n[nH]2)cc1 | -12 | 104 | 18 | 13 | 10 | 12 | 105 | 7 | 0.1
38 | CNC(=O)CC(C(=O)O)c1ccc(OCC(C)C)cc1 (stereo not given) | 2 | / | -1 | 2 | -7 | 38 | / | / | 0.2
39 | C=CCN1C(=O)C(C)NC1=S (stereo not given) | -2 | 108 | 8 | 6 | 7 | 20 | 103 | 5 | /
40 | COc1ccccc1N1CCN(S(=O)(=O)c2cn(C)cn2)CC1 | -8 | 99 | 29 | 3 | -8 | 28 | 99 | -1 | -0.3
41 | COc1cccc(C(=O)Oc2ccc(/C=N/NC(=O)c3ccncc3)cc2OC)c1 | -39 | 97 | -22 | 1 | -2 | 32 | 100 | -5 | 7.6
42 | CCc1ccc(NS(=O)(=O)c2ccc3[nH]cc(C(=O)NCC4CCCO4)c(=O)c3c2)cc1 (stereo not given) | 17 | 100 | 4 | -12 | 4 | -3 | 98 | -2 | 0.2
43 | COc1ccc(-n2cc(C#N)c(=O)[nH]c2=O)cc1 | -2 | 107 | 18 | -8 | -2 | -8 | 107 | 4 | -0.4
44 | Cc1ccc(S(=O)(=O)N2CCN(C(C(=O)Nc3ccc(F)cc3)c3ccccc3)CC2)cc1 (stereo not given) | -12 | 124 | 39 | 1 | -6 | 4 | 103 | 11 | -1.2
45 | O=C(Nc1nnc(-c2cccs2)o1)c1cccc(C(F)(F)F)c1 | -3 | 102 | 18 | 7 | -4 | 1 | 103 | 7 | -1.7
46 | COc1ccc(OC)c(/C=N/Nc2nc(C)cc(=O)[nH]2)c1 | -4 | 96 | 7 | 1 | 7 | -9 | 97 | 2 | -0.6
47 | CCc1ccc(NC(=O)CSc2nc3ccccc3c(=O)n2CCCC(=O)NCCCN2CCOCC2)cc1 | 26 | 117 | 12 | 1 | -13 | -22 | 104 | 13 | -0.1
48 | COc1ccccc1N1CCN(/N=C/c2ccc(Cl)c([N+](=O)[O-])c2)CC1 | -8 | 110 | 25 | -10 | -10 | / | 105 | 1 | 3.8
49 | CCOC(=O)C1CCCN(Cc2nc(CC3CC3)no2)C1 (stereo not given) | -6 | 94 | / | 5 | 4 | 22 | 89 | -21 | 0.5
50 | Cc1[nH]c(=O)c(C#N)cc1-c1ccccc1 | -1 | 110 | 32 | -18 | 6 | 6 | 102 | 2 | 0.4
51 | CCCCCCCN1N=C(C)C(C(=O)c2ccccc2)C1=O (stereo not given) | -11 | / | -5 | -9 | -13 | 0 | / | / | 0.7

Random draw from the library (roughly 6.2% active in at least one column).
